High-throughput results deposited in PubChem by several laboratories.
GalR3 antagonist: blocks the human galanin receptor 3 | 0.44% of 360,000 active | HEK293 GalR3-CNG cAMP membrane potential fluorescence; galR3 body fused to GalR1 C-terminus | inhibition, % at 3 µM | O60755;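 active means inhibition above the screen-wide average plus 3 SD, cut at about 13% in these data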;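 further: forskolin and galanin both at EC90 stimulate the cells; cAMP rise reported by CNG channel membrane potential dye signal; 0% = forskolin plus galanin with DMSO and 100% = forskolin alone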
Target sequence (O60755 1-299 limits assumed): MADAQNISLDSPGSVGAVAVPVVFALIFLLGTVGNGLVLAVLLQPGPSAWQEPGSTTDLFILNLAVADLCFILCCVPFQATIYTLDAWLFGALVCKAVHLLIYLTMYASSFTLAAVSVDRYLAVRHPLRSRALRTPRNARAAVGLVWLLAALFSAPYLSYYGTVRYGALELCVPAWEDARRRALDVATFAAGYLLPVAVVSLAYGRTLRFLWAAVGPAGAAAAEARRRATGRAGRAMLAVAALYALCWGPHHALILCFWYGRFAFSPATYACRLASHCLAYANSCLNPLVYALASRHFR
IDE cell inh: inhibitors of human insulin-degrading enzyme in cells; P14735; HEK cells, FAbetaB cleavage, fluorescence polarization; inhibition, % at 5.59 µM; 0.41% of 320,000 active;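 active means percent inhibition above the average of all tested compounds plus 3 SD, set per screening campaign, cut at about 16% in these data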;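 further: IDE supplied by intact live HEK cells; FP after avidin binding of uncleaved biotin substrate so inhibition keeps polarization high; 0% = DMSO wells and 100% = 60 µM reference IDE inhibitor Ii1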
CRFR2-BP ag: agonists of human CRF-binding protein/CRF-R2 receptor complex; activation, % at 13.2 µM; 0.46% of 350,000 active; HEK293 CRF-R2/CRF-BP, calcium dye fluorescence (FLIPR); percent of saturating CRF peptide response;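 active means activation of at least 50%, plus an integration ratio under a set limit after plate pattern correction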;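 further: plate controls were neutral control wells without compound for no effect and CRF at EC100 for full effect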
CRFBP-R2 block: blocks CRF-induced signaling of the CRF-BP/CRF-R2 complex. HEK293 CRF-R2/CRF-BP, CRF-induced calcium fluorescence. 0.59% of 350,000 active. AID 588475. inhibition, % at 11.8 µM;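 active means inhibition of the ligand-induced calcium signal above about 50% at the single tested concentration, limit read from the data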
p-CIP stab down: p/CIP protein destabilization. Q05BA5. F442A p/CIP-EGFP cells, EGFP fluorescence, 16 h. decrease of EGFP signal, % at 10 µM. 0.01% of 290,000 active;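 active means EGFP signal decrease of at least 30% at 10 µM or well 3 SD below plate mean, unless failing retest; inactive means the rest, including hits failing retest or dose response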; further: some compounds called inactive have numbers as strong as hits; many of its hits are not listed in these tables
IDE cell activ: IDE (human) activation, cell-based; P14735; HEK cells, FAbeta-B cleavage, fluorescence polarization; 0% vehicle, 100% cell-free pure enzyme wells; activation, % at 5.96 µM; 0.073% of 340,000 active;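 active means activation above the mean of all tested compounds plus 3 SD, set per screening campaign, cut at about 17% in these data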
PHOSPHO1 block: inhibitors of human PHOSPHO1 phosphatase; Q8TCT1; inhibition, % at 13.3 µM; 1.1% of 290,000 active; recombinant PHOSPHO1, absorbance phosphatase assay; in the data active means inhibition above about 60%
Target sequence (Q8TCT1 whole entry, looked up): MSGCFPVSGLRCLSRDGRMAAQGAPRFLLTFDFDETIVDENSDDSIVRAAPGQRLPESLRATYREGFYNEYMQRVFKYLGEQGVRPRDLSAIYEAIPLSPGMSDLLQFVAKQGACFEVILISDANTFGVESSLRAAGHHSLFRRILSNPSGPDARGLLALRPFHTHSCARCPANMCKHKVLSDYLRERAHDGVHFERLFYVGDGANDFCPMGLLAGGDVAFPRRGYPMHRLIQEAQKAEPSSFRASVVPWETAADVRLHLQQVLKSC
MEKK3 PB1 HTS: MEKK3-MEK5 PB1 interaction, increase or decrease | Q99759 | bead-based flow cytometry, Alexa488-MEK5 binding to MEKK3; actives lie on both sides; 0 = blocked by unlabeled MEK5, 100 = vehicle | binding response (% of control), % at 10 µM | 1.4% of 290,000 active;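 active means binding response more than 3 SD above or below the average of its plate-row segment, actives on both sides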;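 further: Alexa488 bead fluorescence after subtracting the streptavidin-only scavenger bead signal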
CHRM4 PAM: potentiates acetylcholine response at human M4 receptor; P08173; CHO-K1 hM4/Gqi5, Fluo-8 calcium fluorescence, ACh EC20; 0% = ACh EC20, 100% = maximal ACh; activation, % at 3 µM; 0.4% of 360,000 active; AID 624126;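 active means activation above its plate's cutoff, the mean activation of sample wells plus 3 SD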; further: some results filed as inactive read as strong as hits
Numbers without * were called inactive; x = not tested or not shown; & = joins results of further samples. This is a random part of the collection; about 4.2% have a hit in one of these screens.

SMILES	GalR3 antagonist	IDE cell inh	CRFR2-BP ag	CRFBP-R2 block	p-CIP stab down	IDE cell activ	PHOSPHO1 block	MEKK3 PB1 HTS	CHRM4 PAM
COc1ccc(C(=O)NCCc2ccc(S(N)(=O)=O)cc2)cc1OC	-3	10	0.3	13	-6	5	28	95	24
Cc1sc2ncn(CC(=O)N3CCCCC3)c(=O)c2c1S(=O)(=O)N1CCC(C)CC1	-11	3	-2.0	-6	-10	-2	44	103	2
Cc1ccc(SCCC(=O)N(C)CC(=O)Nc2c(C)cccc2C)cc1	-2	-2	0.4	8	-14	7	15	105	-4
O=S(=O)(c1cnc(Cl)c(Cl)c1)N1CCc2ccccc21	-8	4	-0.7	9	-11	6	27	109	7
COc1ccc(S(=O)(=O)N2CCCCC2)cc1NC(=O)CN(Cc1ccco1)Cc1ccco1	-5	0	2.9	2	x	3	x	x	-15
Brc1ccc(-c2noc(CCc3ccccc3)n2)cc1	-6	-3	-0.7	-2	x	-2	x	94	-3
CC(C)[C@H](NC(=O)C1CCN(S(=O)(=O)c2ccc(F)cc2)CC1)C(=O)N1CCCC1	-1	3	0.4	-7	-16	6	32	102	9
CC(C)c1ccc(/C=C/C(=O)CCC(=O)O)cc1	0	-6	5.8	-9	2	2	40	96	12
CCOC(=O)C1CCCN(Cc2cc(Br)ccc2OC)C1 (stereo unspecified)	1	5	-0.1	32	-7	1	-31	101	-5
CC(=O)N(C)N1c2ccccc2CCc2ccccc21	-6	1	-0.9	7	-8	5	-8	101	-3
Cc1ccc(OCCCCCN2CCOCC2)c(Cl)c1	-6	-1	2.0	-14	x	2	x	x	-7
Cc1ccc(C(=O)N/C(=C\c2ccc(-c3ccc(Br)cc3)o2)C(=O)NC2CCS(=O)(=O)C2)cc1 (stereo unspecified)	-5	2	-3.0	-8	-3	3	-11	102	1
O=C(Cc1c(O)c2ccccc2[nH]c1=O)NCc1ccc(F)cc1	1	11	0.0	-2	6	2	11	103	9
O=C(Cc1ccccc1)c1ccccc1C(=O)N1CCCCC1	-11	-4	-1.4	-1	-9	-2	27	105	-1
COc1ccc(NC(C)c2ccccc2)cc1 (stereo unspecified)	-1	x	-0.3	2	-6	1	-5	100	11
Cc1ccc(Cl)cc1NC(=O)CN1C(=O)COc2ccc(S(=O)(=O)N3CCOCC3)cc21	-7	-4	0.5	-18	-2	3	13	99	4
CC(Sc1nncn1C)C(=O)Nc1ccc(N2CCCCC2)cc1 (stereo unspecified)	-3	-5	0.3	-5	x	2	x	x	9
COc1ccc(CN2CCC(CO)(CCOc3ccccc3)CC2)cc1C	-4	3	2.8	88*	-12	3	27	102	6
Cc1cc(C)c(NC(=O)CN(C)C(=O)CCN2C(=O)C3CCCCC3C2=O)c(C)c1 (stereo unspecified)	-8	x	0.8	2	x	x	x	x	5
C=CCN1C(=O)/C(=C2/Sc3ccccc3N2CC)SC1=S	0	-3	11	-10	-6	-1	8	100	-6
O=C(COc1ccc(Br)cc1F)NCC1(N2CCCCC2)CCCCC1	-2	2	0.9	-2	x	4	x	x	2
CCc1nc2cc(CC(=O)O)ccc2o1	-2	-4	-4.5	31	-9	7	-52	102	-1
COCC(C)n1c(C)cc(C(=O)COC(=O)c2c(C)nn(-c3ccccc3)c2C)c1C (stereo unspecified)	-6	1	-1.6	3	5	-2	30	104	-2
Cc1onc(-c2ccccc2Cl)c1C(=O)NCCN1CCOCC1	5	2	1.9	7	-1	3	23	84	7
CC(C)(C)n1nnnc1C(c1ccncc1)N1CCN(C2CCCCC2)CC1 (stereo unspecified)	-5	6	2.3	6	-3	-2	20	106	7
Cc1ccc(S(=O)(=O)c2ccc(Cl)cc2)cc1S(=O)(=O)N(C)CC(=O)O	-3	-1	0.9	3	2	6	12	102	5
COc1ccc(N2CCN(C3CCCN(Cc4cccc(OC)c4)C3)CC2)cc1 (stereo unspecified)	-8	2	-1.8	-8	-1	4	34	107	-1
Oc1[nH]c2ccccc2c1N=Nc1c(F)c(F)c(C(F)(F)F)c(F)c1F	-9	0	0.6	-8	5	1	18	105	3
CCOc1cc2[nH]c(=O)n(CCc3ccc(OC)c(OC)c3)c(=O)c2cc1OCC	-3	6	-0.8	3	11	5	23	100	-7
COc1ccc(CCNC(=O)CCCCn2c(=O)[nH]c3ccccc3c2=O)cc1OC	4	-2	0.1	-21	3	-4	11	99	11
CC1(C)Cc2c(sc(NC(=O)COc3ccccc3)c2C#N)C(C)(C)N1	-1	-1	1.4	-18	-36	4	28	100	-5
Cc1cccc(NC(=O)c2ccco2)c1C(=O)O	0	-3	0.3	-11	-17	x	30	98	1
CCC(C(=O)Nc1ccccc1F)n1nc(C)c2c(C)n(-c3ccccc3)nc2c1=O (stereo unspecified)	-6	-4	-3.1	-11	-16	-7	15	102	-1
Cn1c(=O)[nH]c(=O)c2c1nc(N1CCCCCC1)n2CCSc1nc2ccccc2o1	x	-4	-1.8	-34	4	-2	8	100	6
O=C(Nc1cccc(Cl)c1)NC1CCS(=O)(=O)C1 (stereo unspecified)	-7	4	-0.1	11	13	5	-12	104	-6
CC(C)(C)N(Cc1ccccc1)C(=O)COC(=O)c1ccc([N+](=O)[O-])o1	-3	2	0.4	-9	x	0	x	x	3
CCN1CCN(C(c2cc(OC)ccc2OC)c2nnnn2Cc2ccccc2)CC1 (stereo unspecified)	-1	10	2.5	-3	-8	0	9	113	4
Cc1cc(C)cc(Oc2nn[nH]n2)c1	-5	-1	1.3	7	-12	-1	36	98	4
N#Cc1ccc(NC(=O)CN2C(=O)NC3(CCCC3)C2=O)cc1	-4	0	0.0	-7	-5	4	20	108	0
CN(C)C(=O)CN1c2cccc3cccc(c23)S1(=O)=O	-11	7	-1.1	4	-15	6	11	101	5
CN(C)c1ccc(C=c2c3cc(O)ccc3n3c2cc(-c2ccccc2)[n+]3C)cc1	-4	x	-5.0	14	x	-5	x	x	6
Fc1ccc(NC(=S)N2CCCc3ccccc32)cc1	-3	-3	1.9	-39	-15	0	95*	106	-6
CCOC(=O)/C(=C\c1cccnc1)C(=O)c1cc(C(C)=O)c(Nc2ccccc2)s1	x	7	0.7	25	-3	-4	14	100	-3
O=C(O)C=C(Br)Br	3	3	-0.9	-6	6	1	39	107	7
COc1ccc(-c2n[nH]c(C)c2-c2ccccc2OC)c(O)c1	-11	2	1.5	3	-2	2	6	103	-12
COCc1nnc(NC(=O)c2ccc(S(=O)(=O)N(CC(C)C)CC(C)C)cc2)o1	1	3	-6.8	0	2	0	57	105	6
CN1CCN(C(=O)CN(c2ccccc2)S(=O)(=O)N(C)C)CC1	4	-2	-0.7	-25	1	x	34	103	x
Clc1ccc(CNC23CN4CN(CN(C4)C2)C3)c(Cl)c1	-2	7	-2.4	13	1	4	-2	96	-2
COc1ccc(NC2CCCN(C(=O)CCc3ccncc3)C2)cc1OC (stereo unspecified)	1	6	0.5	-4	-12	-3	28	101	7
Cc1ccnc2nc(C(=O)NCCc3ccc(F)cc3)nn12	-3	2	-1.4	6	2	3	12	88	15
Further structures:
SMILES	GalR3 antagonist	IDE cell inh	CRFR2-BP ag	CRFBP-R2 block	p-CIP stab down	IDE cell activ	PHOSPHO1 block	MEKK3 PB1 HTS	CHRM4 PAM
Cc1cc(F)ccc1S(=O)(=O)N(CC(=O)N1CCOCC1)CC(=O)N1CCOCC1	0	7	1.5	-4	x	-5	x	x	25*
CC(OC(=O)C1CCN(S(=O)(=O)c2ccc(Cl)cc2)CC1)C(=O)NC1CCCCC1C (stereo unspecified)	-1	0	-0.8	-8	-2	-5	28	103	2
CCN(CC(=O)Nc1c(F)cccc1F)C(=O)C1Cc2ccccc2CN1S(=O)(=O)CC (stereo unspecified)	5	-5	-0.9	5	x	4	x	x	0
CC1CCN(Cc2cc(=O)oc3ccc4ccccc4c23)CC1	-5	7	-1.5	-3	-4	5	-8	98	5
C/C(=N\NC(=O)c1cccc(O)c1)c1ccc(NC(=O)Cc2ccccc2)cc1	-3	4	-5.1	20	-12	-1	17	101	5
O=c1[nH]c(=O)c2cc3ccccc3nc2[nH]1	-4	x	-2.6	7	x	-4	x	x	9
Cc1nn(CC#N)c(=O)n1-c1ccc(F)cc1	-3	-5	0.6	-3	2	9	1	103	7
COc1ccccc1Nc1nc(C)cs1	-3&-5	5&5	1.2&1.1	-5&16	-4&0	1&3	56&50	90&105	5&14
COc1cccc(C2/C(=C(/O)c3ccc4c(c3)CC(C)O4)C(=O)C(=O)N2CCCn2ccnc2)c1 (stereo unspecified)	-8	3	2.8	-17	-14	4	28	96	-4
Clc1cccc(-c2nc(-c3ccccn3)no2)c1	-2	8	-0.1	2	3	-1	11	105	4
CCOCCCN(CCC#N)C(=O)C1CCN(S(=O)(=O)c2ccc(-n3cnnn3)cc2)CC1	-8	6	2.1	2	-4	-1	10	102	-12
O=S(=O)(c1ccccc1)N1CCN(C(=S)Nc2ccc(F)cc2)CC1	-3	1	-0.5	-3	1	1	-1	134*	-4
CCCCNC(=S)Nc1ccc(Oc2ccccc2)cc1	-7	-1	-1.9	-2	-2	-2	-4	97	-5
CCOCCCNC(=S)N1CCN(C(=O)C(=O)Nc2ccc(C(=O)OC)cc2)CC1	-2	1	-2.8	-6	7	2	6	103	6
Cc1ccc2c(c1)N(C(=O)CCC(=O)NCCCN1CCOCC1)CCO2	x	-4	-4.2	4	0	1	12	101	5
NS(=O)(=O)c1ccc(CCNC(=O)CSc2ccsc2[N+](=O)[O-])cc1	-3	2	-0.2	35	-4	5	41	90	1
C/C(=N\NC(=S)NCc1ccccc1)c1ccc(C#N)cc1	3	5	-0.3	-9	7	0	-45	103	-1
CCN(CC)CCN(C(=O)c1ccc2ccccc2c1)c1nc2ccc(OC)cc2s1	-3	2	0.4	2	-13	-2	27	105	5
CCN(CC)C(=O)Cn1cc(C(=O)C(=O)N2CCN(c3ccc([N+](=O)[O-])cc3)CC2)c2ccccc21	4	-5	-0.3	5	-21	-1	32	105	6
COc1ccc(C(C)=O)cc1COC(=O)CNC(=O)c1cc(C)cc(C)c1	-3	6	-0.9	4	3	-7	-14	101	-1
COc1ccc(CNCC(O)(c2ccccc2)c2ccc(F)cc2)cc1 (stereo unspecified)	-9	-4	-1.0	-20	-12	-1	26	107	-10
COc1ccccc1C(=O)Nc1cccc(SC)c1	-8	5	-1.8	16	8	-1	3	107	-4
CC1(C)CC2(CC(c3ccccc3F)c3cc(Cl)c(O)cc3O2)NC(=S)N1 (stereo unspecified)	-4	-1	-3.9	-39	8	0	-10	104	2
O=C(c1cc(-c2ccncc2)nc2ccc(Br)cc12)N1CCN(Cc2ccc3c(c2)OCO3)CC1	-3	4	1.3	-13	-20	6	16	94	-9
NC(=O)CSc1nc(N)c2c3c(sc2n1)CCCCC3	-2	0	-0.5	-31	-1	0	12	88	1
